CHO parental Ca = signal in parental CHO cells, OX1R antagonist counter-screen | parental CHO-K1, ATP-induced calcium, Fluo-8 fluorescence | AID 463079 | 330,000 tested, 0.63% active | inhibition, % at 5.6 µM;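 active = inhibition above that plate's mean sample inhibition plus 3 SD, cut at about 26% in these data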;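 also: 0% = ATP-challenged DMSO wells and 100% = DMSO wells without ATP; some compounds past the cut are filed as inactive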
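Test system: parental CHO cells; detection: calcium-sensitive Fluo-8 fluorescence; evaluation: percent inhibition of calcium signal; also added: ATP as calcium-mobilizing challenge; repeats: one well per compound; control set: ATP-challenged DMSO wells low, unchallenged DMSO wells high; compound: single nominal dose of 5.6 µM per compound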
CHO-K1 Ca PAM = counter-screen for M1 PAMs: effect in parental CHO-K1 cells. ATP EC20, Fluo-8 calcium fluorescence; 0% at ATP EC20, 100% at ATP max. activation, % at 3 µM. 360,000 tested, 0.02% active;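 active = activation above the run cutoff, the mean activation of all test compounds plus 3 SD, cut at about 40% in these data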;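 also: peak over basal fluorescence ratio in a 140 s read after ATP addition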
CHRM1 agonist = human M1 muscarinic receptor agonism; P11229; CHO-K1 hM1, Fluo-8 calcium fluorescence, agonist mode; 0% DMSO, 100% acetylcholine EC100; activation, % at 3 µM; 360,000 tested, 0.33% active; AID 588814;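 active = activation above the run's mean compound activation plus 3 SD, cut at about 16% in these data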;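 also: peak over basal fluorescence ratio within a 140 s kinetic read after compound addition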
Target sequence (P11229 whole entry, looked up): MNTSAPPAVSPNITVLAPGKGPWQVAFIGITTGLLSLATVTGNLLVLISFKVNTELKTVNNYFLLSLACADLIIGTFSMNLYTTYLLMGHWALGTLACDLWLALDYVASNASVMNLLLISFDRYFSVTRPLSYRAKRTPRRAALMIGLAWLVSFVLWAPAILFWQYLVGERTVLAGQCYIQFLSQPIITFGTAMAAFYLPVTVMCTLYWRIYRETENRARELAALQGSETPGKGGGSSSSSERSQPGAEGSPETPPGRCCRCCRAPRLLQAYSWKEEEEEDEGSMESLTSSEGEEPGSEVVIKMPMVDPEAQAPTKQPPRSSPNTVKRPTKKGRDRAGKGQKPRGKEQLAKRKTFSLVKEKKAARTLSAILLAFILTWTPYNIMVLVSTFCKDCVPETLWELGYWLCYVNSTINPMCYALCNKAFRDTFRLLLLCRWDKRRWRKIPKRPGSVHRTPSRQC
TAAR1 ag = agonists of human TAAR1 | 360,000 tested, 0.99% active | activation, % at 3 µM | CHO RD-HGA16 TAAR1, Fluo-8 calcium fluorescence; vehicle wells 0%, saturating PEA agonist 100%;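 active = activation above the mean activation of all test compounds in the run plus 3 SD, cut at about 38% in these data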
Target sequence (Q96RJ0 whole entry, looked up): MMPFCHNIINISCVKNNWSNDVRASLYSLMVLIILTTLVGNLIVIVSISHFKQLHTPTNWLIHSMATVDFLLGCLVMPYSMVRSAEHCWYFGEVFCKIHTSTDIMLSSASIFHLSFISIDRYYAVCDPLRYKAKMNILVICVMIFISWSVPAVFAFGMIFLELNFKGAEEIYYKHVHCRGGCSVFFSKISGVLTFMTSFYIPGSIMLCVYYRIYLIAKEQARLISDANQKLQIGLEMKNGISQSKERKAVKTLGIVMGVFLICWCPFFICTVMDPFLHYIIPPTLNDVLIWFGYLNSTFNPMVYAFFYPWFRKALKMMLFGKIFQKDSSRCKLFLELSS
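System: CHO-derived RD-HGA16 cells with stable Gα16 and human TAAR1 / Times: 17-24 h plating, Fluo-8 75 min 37 °C, 30 min RT / Technique: calcium-sensitive Fluo-8 signal, excitation 470-495, emission 515-575 nm / Measure: % activation relative to PEA EC100 response / Benchmarks: DMSO and PEA EC100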
CHO-K1 Ca antag = nonselective inhibitor or artifact in parental CHO-K1 cells | inhibition, % at 3 µM | AID 602250 | 360,000 tested, 0.6% active | ATP-induced calcium, Fluo-8 fluorescence;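 active = inhibition above a per-plate cutoff, the plate's mean sample inhibition plus 3 SD, cut at about 24% in these data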;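 also: 0% = DMSO plus EC80 ATP and 100% = DMSO alone without ATP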
TAAR1 antag = antagonists of human TAAR1. Q96RJ0. CHO RD-HGA16 TAAR1, Fluo-8 calcium fluorescence, antagonist. inhibition, % at 3 µM. 360,000 tested, 1.5% active. AID 624466;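 active = inhibition above a per-plate cutoff, the mean inhibition of test compounds on that plate plus 3 SD, cut at about 49% in these data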;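 also: 0% = DMSO plus EC80 beta-PEA response and 100% = DMSO alone without agonist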
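System: CHO RD-HGA16 cells bearing hTAAR1. Reagent: EC80 β-phenethylamine stimulus. Schedule: seeding 17-24 h prior, 75-min 37 °C, 30-min RT dye loading. Signal: Fluo-8 intracellular calcium dye fluorescence, real-time kinetic reads. Read-out: % inhibition from peak post-agonist over basal fluorescence ratio. Benchmarks: vehicle wells and EC80 agonist wells. Replicates: n of 1.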
CHRM1 antagonist = blocks human M1 muscarinic receptor | P11229 | CHO-K1 hM1, Fluo-8 calcium fluorescence, ACh EC80 antagonist | inhibition, % at 3 µM | 360,000 tested, 1.3% active;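 active = percent inhibition above its own plate's cutoff, namely the mean of that plate's compound wells plus 3 SD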;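 also: peak over basal fluorescence ratio during 140 s after agonist addition; 0% = ACh EC80 plus DMSO and 100% = DMSO alone without agonist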
M1 PAM = positive allosteric modulators of human M1 muscarinic receptor; AID 588819; 360,000 tested, 0.088% active; activation, % at 3 µM; CHO-K1 hM1, Fluo-8 calcium fluorescence, ACh EC20; 0% = ACh EC20, 100% = maximal ACh; P11229; in the data active = activation above about 19%, passing the limit was not always enough
M1 ag parental = M1 agonist counterscreen hit in parental CHO-K1 cells | 360,000 tested, 0.48% active | Fluo-8 calcium fluorescence; scaled to maximal ATP response, vehicle zero | activation, % at 3 µM; in the data active = activation above about 15%;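 also: untransfected CHO-K1 host cells lacking M1 receptor as counterscreen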
Active calls of the source: *.

CC(=O)NNC(=S)Nc1cc(S(=O)(=O)N(C)C)ccc1C was read as CHO parental Ca -2.5, CHO-K1 Ca PAM 28.1, CHRM1 agonist -10.8, TAAR1 ag 1.5, CHO-K1 Ca antag -17.7, TAAR1 antag -8.0, CHRM1 antagonist -14.5, M1 PAM 8.3 and M1 ag parental 0.5.
Screening CN(CC(=O)Nc1ccc(Cl)cc1)CC(=O)Nc1ccc(F)c(F)c1F returned CHO parental Ca -7.4, CHO-K1 Ca PAM 21.8, CHRM1 agonist -2.8, TAAR1 ag 5.7, CHO-K1 Ca antag -4.6, TAAR1 antag 1.5, CHRM1 antagonist -0.5, M1 PAM 10.6 and M1 ag parental 3.4.
Screening CCOc1ccc(C(C(=O)NCC2CCCO2)N(Cc2cccc(OC)c2)C(=O)c2snc(C(N)=O)c2N)cc1 (stereo not given) returned CHO parental Ca -21.4, CHO-K1 Ca PAM -13.0, CHRM1 agonist -1.6, TAAR1 ag 10.7, CHO-K1 Ca antag 2.6, TAAR1 antag 27.9, CHRM1 antagonist 2.1, M1 PAM 2.0 and M1 ag parental 1.4.
`C#C[C@]1(O)CC[C@H]2[C@@H]3CCc4cc(OC5CCCC5)ccc4[C@H]3CC[C@@]21C` gave CHO parental Ca 13.2, CHO-K1 Ca PAM 6.7, CHRM1 agonist -2.1, TAAR1 ag 3.7, CHO-K1 Ca antag 17.7, TAAR1 antag 14.8, CHRM1 antagonist 5.8, M1 PAM 1.2 and M1 ag parental 0.3.
`Cc1cccc(NC(=S)NCCc2ccccn2)c1` gave CHO parental Ca -6.1, CHO-K1 Ca PAM 13.1, CHRM1 agonist 0.0, TAAR1 ag 0.2, CHO-K1 Ca antag 0.1, TAAR1 antag -0.9, CHRM1 antagonist -1.8, M1 PAM 8.4 and M1 ag parental 5.0.
`CCC(C)[C@H]1COCCS(=O)(=O)N1Cc1ccc(Br)cc1` (stereo not given in full) gave CHO parental Ca -15.5, CHO-K1 Ca PAM 1.1, CHRM1 agonist -10.4, TAAR1 ag 4.7, CHO-K1 Ca antag -13.3, TAAR1 antag -19.8, CHRM1 antagonist 17.7, M1 PAM -15.8 and M1 ag parental -0.1.
`CSc1ccccc1NS(=O)(=O)c1ccc2c(c1)OCCO2` gave CHO parental Ca -2.7, CHO-K1 Ca PAM 25.7, CHRM1 agonist -6.9, TAAR1 ag 3.8, CHO-K1 Ca antag -22.9, TAAR1 antag -19.8, CHRM1 antagonist -10.2, M1 PAM 8.4 and M1 ag parental 3.2.
COc1ccccc1Nc1ncc(C(=O)Nc2ccc(OC)c(OC)c2)c2ccccc12 was read as CHO parental Ca -19.9, CHO-K1 Ca PAM 19.1, CHRM1 agonist -2.0, TAAR1 ag 6.6, CHO-K1 Ca antag -11.9, TAAR1 antag 15.5, CHRM1 antagonist -3.9, M1 PAM 9.4 and M1 ag parental 0.6.
`O=C(Nc1ccc(N2CCCCC2)cc1)c1ccc(F)cc1F` gave CHO parental Ca 0.6, CHO-K1 Ca PAM -2.9, CHRM1 agonist -4.6, TAAR1 ag 17.5, CHO-K1 Ca antag -6.7, TAAR1 antag -6.3, CHRM1 antagonist 0.1, M1 PAM -0.5 and M1 ag parental 0.5.
For O=C(CSc1ncccn1)NC(=O)c1ccccc1 the results were CHO parental Ca 1.2, CHO-K1 Ca PAM 7.3, CHRM1 agonist -3.8, TAAR1 ag 1.5, CHO-K1 Ca antag -1.4, TAAR1 antag -15.1, CHRM1 antagonist -12.0, M1 PAM 9.3 and M1 ag parental 9.9.
For COCC(=O)N1CCC(Oc2ccc(C(=O)N3CCCCC3COC)cc2)CC1 (stereo not given) the results were CHO parental Ca -1.1, CHO-K1 Ca PAM -9.6, CHRM1 agonist -2.3, TAAR1 ag 0.1, CHO-K1 Ca antag -3.3, TAAR1 antag -17.1, CHRM1 antagonist -6.9, M1 PAM 11.1 and M1 ag parental -0.3.
`CS(=O)(=O)N(CC(=O)N1CCCC1)c1ccccc1F` gave CHO parental Ca -11.6, CHO-K1 Ca PAM -15.9, CHRM1 agonist -2.0, TAAR1 ag 3.1, CHO-K1 Ca antag -0.1, TAAR1 antag -19.8, CHRM1 antagonist -3.8, M1 PAM 1.0 and M1 ag parental -0.5.
Screening COC(=O)c1ccc(CSc2nc(C)nc3c2c(=O)n(C)c(=O)n3C)o1 returned CHO parental Ca 4.2, CHO-K1 Ca PAM 18.0, CHRM1 agonist -8.8, TAAR1 ag 1.4, CHO-K1 Ca antag -3.0, TAAR1 antag -24.2, CHRM1 antagonist -10.5, M1 PAM 7.5 and M1 ag parental 0.9.
`Clc1cc(Cl)c(OCc2nc(-c3ccccn3)no2)cc1Cl` gave CHO parental Ca -15.9, CHO-K1 Ca PAM -4.8, CHRM1 agonist -0.1, TAAR1 ag 11.0, CHO-K1 Ca antag 8.2, TAAR1 antag -14.7, CHRM1 antagonist -11.4, M1 PAM 14.9 and M1 ag parental 0.4.
For Cc1cc(F)ccc1NC(=O)c1ccc(NS(=O)(=O)c2cc(C(C)(C)C)ccc2C)cc1 the results were CHO parental Ca -18.2, CHO-K1 Ca PAM -0.8, CHRM1 agonist -6.8, TAAR1 ag -1.2, CHO-K1 Ca antag -0.7, TAAR1 antag -5.8, CHRM1 antagonist -7.2, M1 PAM -1.2 and M1 ag parental 0.2.
For c1ccc2c(c1)NC1(CCCC1)n1c-2nc2ccccc21 the results were CHO parental Ca -10.5, CHO-K1 Ca PAM 14.7, CHRM1 agonist -10.6, TAAR1 ag 0.7, CHO-K1 Ca antag -18.0, TAAR1 antag -1.0, CHRM1 antagonist -13.8, M1 PAM 4.1 and M1 ag parental 0.7.
For CC(C)(C)C1CCC(CN2C(Nc3ccccc3)=NC[C@@H]2Cc2ccccc2)CC1 (stereo not given in full) the results were CHO parental Ca 31.1, CHO-K1 Ca PAM 19.6, CHRM1 agonist -1.6, TAAR1 ag 73.9*, CHO-K1 Ca antag 4.7, TAAR1 antag 35.6, CHRM1 antagonist 65.1*, M1 PAM -28.1 and M1 ag parental 16.6*.
For CC(=O)Nc1ccc(C(=O)N2CCCCC2c2cc(C(=O)NC(C)C)no2)cc1 (stereo not given) the results were CHO-K1 Ca PAM 10.9, CHRM1 agonist -9.7, TAAR1 ag 2.6, CHO-K1 Ca antag -13.7, TAAR1 antag -11.1, CHRM1 antagonist 14.1, M1 PAM -9.2 and M1 ag parental 1.0.
Cc1ccc(NC(=O)CS(=O)CC(=O)N2CCN(C3CCCC3)CC2)cc1 (stereo not given) was read as CHO parental Ca -14.3, CHO-K1 Ca PAM 18.3, CHRM1 agonist -4.7, TAAR1 ag -2.9, CHO-K1 Ca antag -18.3, TAAR1 antag 8.8, CHRM1 antagonist -5.6, M1 PAM 9.4 and M1 ag parental 0.3.
CC(C)(C)c1cc(CCC(=O)NCc2cccnc2)cc(C(C)(C)C)c1O was read as CHO-K1 Ca PAM 10.3, CHRM1 agonist -2.9, TAAR1 ag 4.1, CHO-K1 Ca antag -5.6, TAAR1 antag -5.3, CHRM1 antagonist -11.5, M1 PAM 4.7 and M1 ag parental 0.3.
`Cc1ccc(C)n1CCN1CCN(C(=O)CSc2nc3ccccc3nc2N2CCOCC2)CC1` gave CHO parental Ca -23.5, CHO-K1 Ca PAM 23.4, CHRM1 agonist -4.5, TAAR1 ag -0.5, CHO-K1 Ca antag -19.1, TAAR1 antag 7.4, CHRM1 antagonist -10.0, M1 PAM 4.7 and M1 ag parental 0.3.
CC(=O)Nc1ccc(O)cc1[N+](=O)[O-] was read as CHO parental Ca -4.3, CHO-K1 Ca PAM -26.9, CHRM1 agonist -1.8, TAAR1 ag -1.1, CHO-K1 Ca antag -9.2, TAAR1 antag -2.5, CHRM1 antagonist -7.7, M1 PAM 12.1 and M1 ag parental 0.5.
`CCCCn1c(N)c(N(CC)C(=O)c2ccc(C#N)cc2)c(=O)[nH]c1=O` gave CHO parental Ca 5.9, CHO-K1 Ca PAM 9.8, CHRM1 agonist -1.9, TAAR1 ag 2.4, CHO-K1 Ca antag -16.4, TAAR1 antag -23.3, CHRM1 antagonist -12.8, M1 PAM 10.6 and M1 ag parental 0.8.
Cc1cc(NC(=O)C(C)SCC(=O)OCc2ccc([N+](=O)[O-])cc2)no1 (stereo not given) was read as CHO parental Ca -5.9, CHO-K1 Ca PAM 10.9, CHRM1 agonist -3.5, TAAR1 ag 0.2, CHO-K1 Ca antag 0.5, TAAR1 antag -20.0, CHRM1 antagonist -2.2, M1 PAM 0.9 and M1 ag parental 1.7.
Screening CCN(C(=O)COc1cc(=O)n(CC)c2ccccc12)c1cccc(Cl)c1 returned CHO parental Ca -12.2, CHO-K1 Ca PAM 2.0, CHRM1 agonist -2.2, TAAR1 ag 12.0, CHO-K1 Ca antag 2.2, TAAR1 antag 2.8, CHRM1 antagonist 8.2, M1 PAM -6.7 and M1 ag parental 3.7.
For CCOC(=O)C1=C(C)C(c2ccccc2OC)NC(=S)N1 (stereo not given) the results were CHO parental Ca -7.5, CHO-K1 Ca PAM 13.9, CHRM1 agonist -0.8, TAAR1 ag 1.3, CHO-K1 Ca antag -13.8, TAAR1 antag -26.5, CHRM1 antagonist -14.2, M1 PAM 9.9 and M1 ag parental -0.1.
`CCC(=O)N1CCC1(C)C(=O)Nc1cc(-c2ccccc2)nn1C` (stereo not given) gave CHO-K1 Ca PAM 15.8, CHRM1 agonist -0.9, TAAR1 ag 4.2, CHO-K1 Ca antag 0.0, TAAR1 antag -28.7, CHRM1 antagonist -14.2, M1 PAM 6.2 and M1 ag parental 0.0.
CC(NC(=O)C1(C)CC1(Br)Br)C(C)(C)C (stereo not given) was read as CHO parental Ca -18.6, CHO-K1 Ca PAM -5.8, CHRM1 agonist -2.0, TAAR1 ag 6.2, CHO-K1 Ca antag 15.0, TAAR1 antag -1.6, CHRM1 antagonist -0.4, M1 PAM 5.6 and M1 ag parental 0.2.
CN(C(=O)c1ccc(-c2ccccc2)cc1)C1CCCCC1 was read as CHO parental Ca -5.1, CHO-K1 Ca PAM 15.6, CHRM1 agonist -2.8, TAAR1 ag -0.3, CHO-K1 Ca antag -5.3, TAAR1 antag -33.0, CHRM1 antagonist -3.3, M1 PAM 9.4 and M1 ag parental 2.0.
For CCOC(=O)c1c(NC(=O)C2CC(Cl)=CCC2C(=O)O)sc2c1CCCCC2 (stereo not given) the results were CHO parental Ca -3.4, CHO-K1 Ca PAM -23.1, CHRM1 agonist -3.4, CHO-K1 Ca antag 8.8, CHRM1 antagonist -11.2, M1 PAM 4.8 and M1 ag parental -0.4.

Screens as filed in PubChem BioAssay.
